hIAP act = human IAP activation; P09923; purified human IAP, CDP-Star luminescence, 30 min; stronger effect = higher value; 1 = vehicle-only enzyme, 0 = enzyme-free background; activation factor at 10 µM; actives 0.16% (n = 330,000);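 active = activation factor of the enzyme at least 2-fold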; also: the source names both 10 and 20 µM as test concentration; values of inactives mirror those of a sister screen read the other way
mIAP block = mouse IAP inhibition. purified mouse IAP, CDP-Star luminescence, 30 min. inhibition, % at 10 µM. actives 0.2% (n = 330,000). AID 2806;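 active = inhibition of at least 40% at 10 µM in the primary screen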;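 also: plate controls were DMSO with enzyme for no effect and no enzyme wells for full effect; values of inactives mirror those of a sister screen read the other way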
Apaf1 inhib = human Apaf-1 inhibition | O14727 | reconstituted apoptosome caspase-3 activity, DEVD-Rh110 fluorescence | inhibition, % at 20 µM | actives 0.71% (n = 330,000) | AID 489030; active = inhibition of at least 40% at 20 µM;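 also: plate controls were DMSO wells for no effect and DEVD-CHO caspase inhibitor wells for full effect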
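System: Apoptosome proteins | Medium: Hepes pH 7.5 with detergent and BSA | Also added: Cytochrome c trigger plus (Z-DEVD)2-Rh110 caspase-3 substrate | Incubation: 30 min compound preincubation, 50 min activation, room temperature | Detection: Rhodamine 110 fluorescence at Ex 480/Em 540 nm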
mIAP act = mouse IAP activation; muIAP, CDP-Star luminescence, 30 min; stronger effect = higher value; 1 = vehicle-only enzyme signal, 0 = enzyme-free wells; activation factor at 10 µM; actives 0.24% (n = 330,000);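 active = activation factor of at least 2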; also: the source names both 10 and 20 µM as test concentration; values of inactives mirror those of a sister screen read the other way
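Assay system: mouse IAP enzyme / Compound: DMSO-dissolved test compounds / Timing: 30 min, room temperature / Measured by: luminescence from enzymatic CDP-Star hydrolysis / Control set: DMSO-only wells, enzyme-free buffer wells as negative control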
ATG4B inhibitor = inhibitors of human ATG4B cysteine protease | Q9Y4P1 | ATG4B cleavage of LC3-PLA2, NBD-HPC fluorescence, 1 h | inhibition, % at 8.33 µM | actives 0.51% (n = 340,000); in the data active = inhibition above about 40%
TIM10 inh = TIM10 yeast growth inhibition; S. cerevisiae TIM10 strain growth, BacTiter-Glo luminescence, 24 h; actives 1.4% (n = 330,000); inhibition, % at 10 µM;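 active = inhibition of 40% or more at the single tested concentration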;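 also: wild-type TIM10 isogenic control strain grown at permissive 25 °C; 0% = DMSO yeast wells and 100% = minimal medium wells without yeast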
NALP3 yeast inh = NALP3 inhibition in yeast; Yeast reconstituted NLRP3/ASC/caspase-1, beta-gal luminescence, 24 h; inhibition, % at 10 µM; actives 0.39% (n = 330,000);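 active = inhibition of 50% or more; inactive = inhibition below 50%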;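 also: plate controls were induced DMSO wells for no effect and uninduced yeast grown without galactose for full effect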
hIAP block = blocks human intestinal alkaline phosphatase | purified IAP, CDP-Star luminescence, 30 min | inhibition, % at 10 µM | actives 0.12% (n = 330,000) | AID 2544;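 active = inhibition reaching a set limit with compound at 10 µM in the primary screen, cut at about 35% in these data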;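 also: plate controls were DMSO wells with enzyme for no effect and no-enzyme buffer wells for full effect; values of inactives mirror those of a sister screen read the other way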
tim10-1 inh = inhibits growth of tim10-1 mutant yeast | inhibition, % at 20 µM | actives 2.2% (n = 330,000) | S. cerevisiae tim10-1 ts strain growth, BacTiter-Glo, 24 h;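 active = inhibition of at least 40%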;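 also: mutant grown at 25 °C; 0% = DMSO wells with yeast and 100% = wells holding no yeast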
An asterisk follows results filed as active; · = not tested or not shown.

mol	hIAP act	mIAP block	Apaf1 inhib	mIAP act	ATG4B inhibitor	TIM10 inh	NALP3 yeast inh	hIAP block	tim10-1 inh
Cc1ccc(S(=O)(=O)N2CCN(C(=O)CN3CCOCC3)C2C(C)C)cc1 (centres undefined)	0.943	-1.3	4.8	1.01	-2.1	-8.8	0.7	5.7	-8.5
CC(OC(=O)c1cccc(S(=O)(=O)N(C)C)c1)C(=O)NCc1ccc2c(c1)OCO2 (centres undefined)	1.1	-5.0	1.1	1.05	-4.2	2.5	11.1	-10.3	23.6
CSc1ccccc1C(=O)Nc1cccc([N+](=O)[O-])c1C	1.03	-5.4	-7.4	1.05	21.8	-30.6	17.8	-3.4	-10.2
CN(CC(=O)N1CCc2ccccc21)S(=O)(=O)c1ccc(Cl)cc1	0.915	8.5	-0.8	0.915	13.6	24.7	12.5	8.5	4.3
COc1cc(OC)cc(-c2cc3nc(C)c(CCC(=O)NC(C)CCc4ccco4)c(C)n3n2)c1 (centres undefined)	1.12	-1.4	18.1	1.01	-9.3	22.8	8.0	-12.2	14.6
COc1ccc(OC)c(C2N(c3ccccn3)C(=O)C3CCCN32)c1 (centres undefined)	0.892	-3.0	-2.1	1.03	-4.0	1.1	6.9	10.8	-0.8
Cc1ccc(NS(=O)(=O)c2cccc(C(=O)N3CCCCC3)c2)cc1	0.98	4.1	-0.2	0.959	-11.4	0.3	9.5	2.0	6.3
C/C(CC(=O)Nc1ccccc1Br)=N\NC(=O)C(=O)N1CCCC1	0.993	5.0	-2.1	0.95	-5.0	8.3	-9.0	0.7	22.1
Cc1onc(-c2ccccc2Cl)c1C(=O)NC(=S)Nc1ccc(C(C)C)cc1	1.14	19.6	-1.0	0.804	-4.8	29.2	20.3	-13.6	17.0
COc1ccnc(Oc2ccccc2)c1C(=O)N/C=N/OCc1ccc(F)cc1Cl	1.09	7.3	-5.0	0.927	22.4	26.6	15.9	-8.8	30.3
O=C(CN1C(=O)CSCC1=O)Nc1ccc2c(c1)OCO2	0.986	0.5	6.0	0.995	8.6	20.4	6.5	1.4	6.3
CC(C)NC(=S)NN=C1c2ccccc2-c2ccccc21	0.921	15.5	-17.3	0.845	-7.1	25.3	31.0	7.9	25.5
Cc1nnc(NC(=O)CCC(=O)NCc2cccs2)s1	1.06	-6.9	6.4	1.07	-2.0	-9.4	7.2	-5.9	7.6
COc1ccc(N2CCN(c3nc(NCCO)nc(N4CCOCC4)n3)CC2)cc1	1.1	-3.3	15.6	1.03	-7.7	3.7	22.3	-10.0	1.8
CCC(C)N(C(=O)Cn1nnc(-c2ccc(F)cc2)n1)C1CCS(=O)(=O)C1 (centres undefined)	1.08	-5.5	8.1	1.05	1.5	1.7	17.7	-8.4	-20.7
CN(C)S(=O)(=O)c1cccc(C(=O)N=C2N=C3C=CC(Cl)=CN3Cc3ccccc32)c1	0.868	6.3	-13.0	0.937	-0.3	5.2	16.7	13.2	-13.4
Nc1c(C(=O)CSc2nnnn2-c2ccc(O)cc2)c(=O)[nH]c(=O)n1C1CC1	0.975	11.8	8.5	0.882	6.1	-2.0	20.5	2.5	10.3
O=C(NCCCN1CCOCC1)c1ccc2ccccc2c1	1.1	-4.8	10.0	1.05	0.9	-5.6	8.3	-10.3	14.2
Nc1ccc(-c2ccc(N)c(C(=O)O)c2)cc1C(=O)O	1.08	24.7	5.2	0.753	-1.3	9.1	6.5	-8.3	16.4
CC(C)CNC(=O)NC(=O)COc1c(F)c(F)cc(F)c1F	1.11	-5.5	8.0	1.05	14.2	-4.8	19.7	-10.8	3.8
COc1ccc(-c2sc3cc(OC)c(OC)cc3c2C#CCCO)cc1	0.847	5.5	2.8	0.945	-21.0	13.4	22.5	15.3	22.6
CCOC(=O)C1CCCN(C(=O)Cn2cnc3c2c(=O)n(C)c(=O)n3C)C1 (centres undefined)	0.937	-4.7	11.1	1.05	-8.2	-1.5	-16.0	6.3	0.1
O=[N+]([O-])c1cc(-c2n[nH]c(-c3ccccc3)n2)cc([N+](=O)[O-])c1	0.999	8.7	-5.3	0.913	4.8	5.1	-9.1	0.1	13.9
CCCCNc1ccccc1C(=O)OCC(=O)Nc1ccc(S(N)(=O)=O)cc1	1.21	-38.7	14.8	1.39	-11.5	2.0	16.1	-20.7	10.9
Cc1cc(N2CCOCC2)nc(-c2ccc(Br)cc2)n1	1.09	-4.1	4.4	1.04	-6.3	-6.5	25.3	-9.1	26.5
COc1ccc(C(=O)NNC(=O)C(=O)NCc2ccccc2)cc1	1.36	20.1	-10.3	0.799	-0.5	-17.5	-9.1	-36.4	4.3
COc1ccc2cc(CN(C(=O)Nc3ccccc3)C3CCCC3)c(=O)[nH]c2c1	0.985	-2.5	5.0	1.02	-4.5	37.8	5.5	1.5	21.3
COc1ccc(C(=O)N2CCN(c3ccccc3)CC2)cc1S(=O)(=O)N1CCCC1	1.23	-2.1	11.6	1.02	-1.6	-4.0	15.2	-22.6	-4.8
N#Cc1c(NC(=O)CN2CCN(C(=O)c3ccco3)CC2)sc2c1CCCCC2	0.895	-1.6	0.4	1.02	-1.8	24.0	21.9	10.5	24.6
CCc1ccccc1NC(=O)c1cccs1	1.15	-3.7	2.1	1.04	-11.8	-14.3	-33.9	-15.2	17.2
NS(=O)(=O)c1cccc(NC(=O)CCN2C(=O)C3CCCCC3C2=O)c1 (centres undefined)	0.864	-7.4	-10.9	1.07	-8.8	6.0	-3.6	13.6	12.3
O=C(c1ccc(CNS(=O)(=O)c2ccc(Br)cc2)cc1)N1CCCC1	1.05	6.6	-11.4	0.934	0.2	-1.9	7.0	-5.0	-0.8
CCCC(C(=O)NCC1CCCO1)N(Cc1ccccc1)C(=O)CNS(=O)(=O)c1ccccc1 (centres undefined)	0.948	-0.1	1.8	1	-5.3	1.4	16.5	5.2	4.3
O=C(Oc1cccc(C(=S)N2CCOCC2)c1)c1cc([N+](=O)[O-])cc([N+](=O)[O-])c1	1.05	8.2	9.1	0.918	9.9	8.2	14.2	-5.3	31.1
COc1cccc(-c2cc(C(=O)NC3CCCC3)no2)c1	0.934	5.1	11.5	0.949	5.3	21.7	36.6	6.6	27.3
COc1ccccc1NC(=O)C1CCN(C(=O)C2CC(=O)N(c3ccc(C)cc3)C2)CC1 (centres undefined)	0.802	-0.4	-0.1	1	-18.7	18.7	11.2	19.8	-0.2
Cc1nnc(SCC(=O)N2CCOCC2)n1C	0.92	-0.4	-6.9	1	2.6	0.2	-3.5	8.0	-10.5
CC1=C(C(N)=O)C(c2ccccc2F)n2nc(CCCO)nc2N1 (centres undefined)	1.12	3.9	3.2	0.961	4.7	-14.3	2.5	-11.8	-7.1
COc1ccccc1CNC(=O)c1cc2c(=O)[nH]c3ccccc3c2n1C	1.11	-9.3	11.8	1.09	·	11.5	4.5	-10.7	5.7
CCn1nc(C)cc1C(=O)Sc1ccc(C)cc1	1.08	-2.8	-1.6	1.03	0.3	-5.6	9.5	-8.0	-24.0
CCOC(=O)N(NC(=O)C(O)(C(C)C)C(C)C)c1ccccc1	1.13	3.8	-0.9	0.962	0.5	-18.1	21.4	-12.9	9.1
Cc1ncc([N+](=O)[O-])n1CCN1C(=O)c2ccccc2C1=O	0.938	1.3	-143.9	0.987	0.7	8.0	-4.1	6.2	-15.0
CCN(CC(=O)NCc1cccs1)C(=O)c1ccc(S(=O)(=O)Nc2ccccc2OC)cc1	1.05	-1.3	-0.1	1.01	-0.3	6.1	7.2	-5.4	1.9
CSCc1ccc(C(=O)N2CCC(N3CCC(C(=O)NC(C)C)CC3)CC2)o1	1.03	-8.3	2.2	1.08	-7.1	3.9	17.7	-3.0	-8.7
COc1ccc(OCCCC(=O)Nc2ccc(S(=O)(=O)N3CCOCC3)cc2)cc1	0.916	-13.6	6.9	1.14	-3.6	6.0	13.6	8.4	28.8
Cc1ccc(-n2c(SCc3cc(=O)n4ccsc4n3)nnc2-c2cccnc2)c(C)c1	1.14	-3.4	-14.4	1.03	-2.2	5.3	5.6	-14.2	4.6
Cc1ccc(C)c(OCCCC(C)(C)C(=O)O)c1	1.05	-12.1	13.9	1.12	-7.6	2.8	26.0	-5.4	4.6
C=CCn1c(SCc2c(C)noc2C)nc2sc3c(c2c1=O)CCC(C)C3 (centres undefined)	0.925	24.9	16.8	0.751	7.5	-2.8	14.2	7.5	-4.3
O=C(/C=C/c1ccccc1[N+](=O)[O-])NCc1ccc(Cl)cc1	1	7.2	-9.6	0.928	9.4	-1.9	3.3	0.0	17.2
COC(=O)C1=C(C)N(CCc2c[nH]c3ccccc23)C(=O)C1	0.968	2.5	-5.2	0.975	-0.2	17.2	-4.5	3.2	-8.9
O=S(=O)(NCCc1ccccn1)c1cc(Cl)cc(Cl)c1O	0.917	3.5	3.1	0.965	7.6	15.2	19.2	8.3	17.7
Cc1ccc(NC(=O)COc2ccccc2C(=O)NCCc2ccccc2)cc1	1.11	-36.8	10.6	1.37	-4.9	-4.3	13.9	-11.0	-2.4
CCOC(=O)C(CCSC)NC(=O)CN (centres undefined)	1.03	1.5	1.6	0.985	-2.3	-4.5	3.9	-3.4	11.0
Cc1ccc(-n2c(-c3ccc(Cl)cc3)n[nH]c2=S)c(C)c1	0.894	3.9	14.8	0.961	1.3	46.6*	0.7	10.6	24.2
Cc1cc(C)nc(SCC(=O)N/N=C/c2ccc3c(c2)OCO3)n1	0.934	5.9	-23.2	0.941	-5.2	-5.2	11.4	6.6	-5.1
COc1ccc(CCC(=O)N2CCN(C(=O)c3ccccc3)CC2)cc1	1.04	-6.0	3.1	1.06	0.7	6.7	4.1	-4.3	17.8
CCN(CC)S(=O)(=O)c1ccc(OC)c(NC(=O)C2CC(=O)N(c3ccc4c(c3)OCCO4)C2)c1 (centres undefined)	1.25	-3.3	22.3	1.03	0.8	4.9	6.5	-24.8	-24.0
COc1ccc(CN2C(=O)c3cccnc3C2O)cc1 (centres undefined)	0.871	0.8	-2.5	0.992	-1.5	0.5	-3.6	12.8	10.2

Record cards, from the list above.
Cc1ncc([N+](=O)[O-])n1CCN1C(=O)c2ccccc2C1=O is listed with hIAP act = 0.938; mIAP block = 1.3; Apaf1 inhib = -143.9; mIAP act = 0.987; ATG4B inhibitor = 0.7; TIM10 inh = 8.0; NALP3 yeast inh = -4.1; hIAP block = 6.2; tim10-1 inh = -15.0
Cc1ccc(NC(=O)COc2ccccc2C(=O)NCCc2ccccc2)cc1 is listed with hIAP act = 1.11; mIAP block = -36.8; Apaf1 inhib = 10.6; mIAP act = 1.37; ATG4B inhibitor = -4.9; TIM10 inh = -4.3; NALP3 yeast inh = 13.9; hIAP block = -11.0; tim10-1 inh = -2.4
CCOC(=O)N(NC(=O)C(O)(C(C)C)C(C)C)c1ccccc1 is listed with hIAP act = 1.13; mIAP block = 3.8; Apaf1 inhib = -0.9; mIAP act = 0.962; ATG4B inhibitor = 0.5; TIM10 inh = -18.1; NALP3 yeast inh = 21.4; hIAP block = -12.9; tim10-1 inh = 9.1

Source: PubChem BioAssay
